p53 reactivator – re-activators of mutant p53 | hit rate 0.063% among 320,000 | Potency, µM (doses to about 92.2 µM), for inactives: top-dose activity change, positive = activation, hits mostly activators | H1299 p53-A138V BP100-luciferase reporter, luminescence, 24 h | AID 504706; further: potency means the concentration at half of the fitted maximal effect; % of control where 0% means no effect; nearly all actives have a fitted effect of over 45% in size
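p53-null H1299 cells stably carrying temperature-sensitive p53-A138V and a BP100-luciferase reporter were pinned with compounds (4-point, 1:5 series) and held 24 hrs at 37 deg C. Luminescence was read 10 min after detection reagent.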
FLuc counter – counter-screen for miR-21 project: firefly luciferase inhibitors or activators. purified FLuc, Km substrates, luminescence inhibition. hit rate 6.9% among 360,000. AID 588342. P08659. Potency, µM (top dose mostly 57.5 µM), for inactives: at the highest dose activity change, negative = inhibition, actives largely listed as inhibitors;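 further: potency means the concentration at half of the fitted maximal effect; plate controls were vehicle for no effect and reference inhibitor for full effect; nearly all actives have a fitted effect of over 55% in size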
Target sequence (P08659 whole entry, looked up): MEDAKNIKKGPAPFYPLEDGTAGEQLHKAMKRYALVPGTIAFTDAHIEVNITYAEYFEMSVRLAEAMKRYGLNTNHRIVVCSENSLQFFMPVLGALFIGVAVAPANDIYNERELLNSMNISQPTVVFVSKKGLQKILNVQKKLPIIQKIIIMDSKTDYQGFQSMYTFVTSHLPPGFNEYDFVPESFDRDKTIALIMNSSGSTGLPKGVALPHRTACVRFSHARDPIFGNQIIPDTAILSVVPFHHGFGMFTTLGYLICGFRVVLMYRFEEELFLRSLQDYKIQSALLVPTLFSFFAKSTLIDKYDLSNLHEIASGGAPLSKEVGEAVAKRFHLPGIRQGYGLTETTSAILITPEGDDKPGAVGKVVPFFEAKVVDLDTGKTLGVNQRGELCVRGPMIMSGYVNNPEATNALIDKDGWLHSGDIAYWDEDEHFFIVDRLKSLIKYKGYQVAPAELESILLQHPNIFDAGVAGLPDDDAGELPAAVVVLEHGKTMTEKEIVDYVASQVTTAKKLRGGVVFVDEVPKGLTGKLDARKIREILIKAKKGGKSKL
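Purified P. pyralis luciferase (10nM final) with 10uM D-luciferin and 10uM ATP (Km levels) in 50mM Tris acetate pH 7.5, 10mM Mg acetate, 0.01% Tween-20, 0.05% BSA; qHTS 6-point titration, ~60 µM downward; luminescence read.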
Tb PFK block – inhibitors of T. brucei phosphofructokinase; O15648; T. brucei PFK, ADP-Glo luminescence; Potency, µM (top dose mostly 57.5 µM), for the others: at the highest dose activity, negative = inhibition, hits mostly inhibitors; hit rate 0.17% among 330,000;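 further: potency means the concentration at half of the fitted maximal effect; 0% = uninhibited 1x PFK enzyme wells and -100% = no-enzyme wells; nearly all actives have a fitted effect of over 60% in size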
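PFK 1.25 nM, F6P 0.5 mM, ATP 0.1 mM, 0.1 M TEA pH 8.0, 5 mM MgCl2, 0.01% Tween20, 0.1% BSA; 45 min RT. ADP-Glo readout. qHTS titration up to 57 uM; curves fitted, compounds curve-classed.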
ELG1 DNA repair – ELG1-dependent DNA repair inhibition; Potency, µM (top dose mostly 46.1 µM), for inactives: top-dose activity change, negative = inhibition, actives largely listed as inhibitors; AID 504467; hit rate 2.3% among 330,000; HEK293T ELG1-luciferase reporter, luminescence, 16 h; DNA damage induced by 5-fluorouridine; further: potency means the concentration at half of the fitted maximal effect; on the % scale 0 is the no-effect control and ±100 the full control effect; nearly all actives have a fitted effect of over 55% in size
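Reporter activity after DNA damage by 5-fluorouridine is monitored. Compound-treated cells incubate 16 hr at 37 °C, then ONE-Glo is added for 30 min before luminescence reading.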
TRPV1 ag – agonists of human vanilloid receptor 1 (TRPV1) | Q8NER1 | TRPV1-expressing cells, Fluo-8 calcium influx, agonist mode | activation, % at 8.33 µM | hit rate 0.19% among 320,000; in the data active means activation above about 80%; inconclusive means between about 30% and that limit; further: 0% is about no effect
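Cells expressing TRPV1 were dye-loaded with Fluo-8 and read kinetically: 10 s baseline, 3 min after compound (agonist portion), then 2 min after EC20 capsaicin (allosteric enhancer portion). Calcium-bound dye fluorescence at 480/520 nm.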
Rab9 prom act – activates the Rab9 promoter. Huh7 Rab9 promoter-luciferase reporter, luminescence, 24 h. Potency, µM (series often up to 9.22 µM), inactives show at the top dose activation, negative = inhibition, hits mostly activators. hit rate 2.8% among 320,000; further: potency means the concentration at half of the fitted maximal effect; % of control where 0% means no effect; nearly all actives have a fitted effect of over 60% in size
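Huh7 reporter line, Rab9 promoter upstream of luciferase. Compound exposure 24 h at 37 °C in reduced-serum medium with 10% FBS. Read-out: luminescence.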
RORgamma inh – ROR gamma (mouse) transcription inhibition; AID 2551; Drosophila S2 Gal4-RORgamma UAS-luciferase reporter, 20 h; P51450; hit rate 5.4% among 310,000; Potency, µM (top dose mostly 53.6 µM), for inactives: at the highest dose activity change, negative = inhibition, hits mostly inhibitors; further: potency means the concentration at half of the fitted maximal effect; on the % scale 0 is the no-effect control and ±100 the full control effect; nearly all actives have a fitted effect of over 60% in size
Target sequence (P51450 whole entry, looked up, the tested form may be a part): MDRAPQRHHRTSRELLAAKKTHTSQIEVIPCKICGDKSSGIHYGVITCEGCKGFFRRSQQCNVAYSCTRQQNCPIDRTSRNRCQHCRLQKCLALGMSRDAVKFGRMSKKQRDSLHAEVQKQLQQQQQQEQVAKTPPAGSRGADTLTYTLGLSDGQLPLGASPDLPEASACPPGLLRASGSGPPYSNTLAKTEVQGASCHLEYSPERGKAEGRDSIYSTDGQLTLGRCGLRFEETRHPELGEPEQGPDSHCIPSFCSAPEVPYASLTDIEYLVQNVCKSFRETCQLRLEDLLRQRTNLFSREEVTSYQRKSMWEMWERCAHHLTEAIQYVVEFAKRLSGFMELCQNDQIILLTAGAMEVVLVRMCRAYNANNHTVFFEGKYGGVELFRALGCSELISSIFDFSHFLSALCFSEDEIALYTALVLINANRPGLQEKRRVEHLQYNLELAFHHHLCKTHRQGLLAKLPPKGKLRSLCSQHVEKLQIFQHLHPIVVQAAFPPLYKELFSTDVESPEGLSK
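In this cell-based reporter format, copper sulfate (700 uM final) drives Gal4–ROR gamma fusion expression from a metallothionein promoter in Drosophila Schneider cells; compounds preincubated 1 hr, reporter read after 20 hr at ambient temperature.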
BRCA1 expr act – BRCA1 expression activation | MCF7-BRCA1-FFLuc reporter, luminescence, 48 h; response scale: scaled: vehicle 0%, 10 µM genistein 100% | Potency, µM (highest dose often 46.1 µM), inactives show at the top dose activation, hits mostly activators | hit rate 1.1% among 380,000; further: potency means the concentration at half of the fitted maximal effect; nearly all actives have a fitted effect of over 80% in size; some results filed as inactive show a strong effect at the top dose
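MCF7-BRCA1-FFLuc cells, 2000/well in phenol-red-free MEM, attached 2 h then treated 48 h at 37 C. Luciferase luminescence read 15 min after reagent; normalized to genistein maximum activation (10microM) and DMSO, concentration-response fitted.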
VP16 counter – counter-screen for ROR gamma inhibitors: Gal4-VP16 reporter; AID 2546; Drosophila S2 Gal4-VP16 UAS-luciferase, luminescence, 20 h; Potency, µM (highest dose often 53.6 µM), inactives show at the highest dose activity, negative = inhibition, actives largely listed as inhibitors; hit rate 3.5% among 310,000;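 further: Gal4-VP16 expression switched on by copper sulfate through the metallothionein promoter; potency means the concentration at half of the fitted maximal effect; on the % scale 0 is the no-effect control and ±100 the full control effect; nearly all actives have a fitted effect of over 50% in size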
NPC1 prom act – NPC1 promoter activation; hit rate 2.4% among 320,000; Huh7 NPC1 promoter luciferase reporter, 24 h; Potency, µM (top dose mostly 9.22 µM), for the others: at the top dose activation, hits mostly activators;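 further: potency means the concentration at half of the fitted maximal effect; % of control where 0% means no effect; nearly all actives have a fitted effect of over 60% in size; reporter is driven by a mutant NPC1 promoter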
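In 1536-well qHTS, Huh7 cells harboring an NPC1 promoter–luciferase construct received compound for 24 h; activation was quantified by luminescence following luciferase reagent addition.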
ELG1 genotoxic – inducers of genotoxicity in HEK293T ELG1-luciferase cells | HEK293T ELG1-luciferase reporter, luminescence, 16 h | Potency, µM (doses to about 46 µM), without a hit: at the highest dose activity change, positive = activation, actives largely listed as activators | AID 504466 | hit rate 1.3% among 330,000; further: potency means the concentration at half of the fitted maximal effect; % of control where 0% means no effect; nearly all actives have a fitted effect of over 60% in size
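Genotoxicity was scored as increased ELG1-luciferase reporter signal, measured by ONE-Glo luminescence (30 min, room temperature). Compound or vehicle exposure of the HEK293T reporter cells lasted 16 hr at 37°C.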
The depositor's hits bear a star; ? = inconclusive; · = no result given; [ ] = another dose, or the depositor's remark. Unless noted, the call rests on the fitted dose curve; in most records, active means well fitted curve in the direction sought with a large enough effect; inconclusive means small, poorly fitted or top-dose-only effect, or another doubt; inactive means no such curve, though single readings can be large; an effect the other way counts as inactive or inconclusive.

The line under a structure holds: p53 reactivator | FLuc counter | Tb PFK block | ELG1 DNA repair | TRPV1 ag | Rab9 prom act | RORgamma inh | BRCA1 expr act | VP16 counter | NPC1 prom act | ELG1 genotoxic
#1 COc1cccc(N=CC2=C(O)CC(C)(C)CC2=O)c1
→ 7.2% | ? | -0.6% | 1.0% | 5.0 | 0.4% | 23.6% | -50.5% | 5.3% | 3.5% | 5.2%
#2 O=C(c1ccc(CSc2nc3ccncc3[nH]2)cc1)N1CCCCCC1
→ ? | 15.1µM* | -2.1% | ? | 1.3 | ? | 3.0% | 0.5% | ? | ? | ?
#3 COc1ccc(/C(C)=N/Nc2nc(C)c(C(C)=O)s2)cc1
→ · | ? | 3.2% | ? | 4.6 | -0.6% | · | 28.4% | · | -2.5% | 3.4%
#4 COC(=O)[C@@H](Cc1c[nH]c2ccccc12)NC(=O)CCC(=O)c1ccc(Br)cc1
→ 1.9% | 0.3% | -1.5% | 1.6% | -1.1 | -3.5% | -9.7% | -0.4% | -12.3% | -6.4% | -0.6%
#5 CCn1c(SCC(=O)N(C)C2CCS(=O)(=O)C2)nnc1-c1cccs1 (configuration not stated)
→ 3.0% | 0.1% | 5.8% | 5.0% | 0.6 | -6.6% | 0.5% | -1.3% | -4.9% | -4.1% | 1.1%
#6 COc1ccc(S(=O)(=O)NCCSCc2cccs2)cc1
→ 5.1% | 3.9% | 1.2% | 23.6% | -1.4 | 0.8% | 5.2% | 3.6% | 2.4% | 0.5% | -1.5%
#7 O=Cc1ccc(-c2cccc(C(=O)O)c2)o1
→ 5.7% | ? | -3.7% | ? | -5.2 | 11.0% | -6.5% | 87.1% | 5.5% | 5.0% | 3.3%
#8 COCCN(CCOC)c1nc(N)c2c(N)nc3c(c2c1C#N)CC(=O)N3Cc1ccc(Cl)cc1
→ -4.2% | 3.4% | -10.9% | 5.17µM* | 4.3 | -4.4% | 16.6% | -13.2% | -14.2% | -6.8% | -1.8%
#9 CC(=O)Nc1ccc(SCC(=O)O)cc1
→ 2.1% | 1.1% | -1.9% | 0.7% | 1.5 | 3.4% | 14.8% | -15.2% | -0.9% | -5.1% | -0.9%
#10 CCCCOc1cccc(C(=O)Nc2ccc(NC(=O)c3cccs3)cc2)c1
→ 1.9% | -1.7% | 0.2% | -6.3% | 5.6 | -5.5% | ? | -47.6% | 0.1µM* | -7.7% | 18.2%
#11 O=C(NCc1ccco1)C12CN(Cc3ccccc3)CC1C(c1ccc([N+](=O)[O-])cc1)=NO2 (configuration not stated)
→ 1.0% | 4.9% | 0.9% | -21.4% | 1.0 | 9.4% | 43.3% | -23.8% | -9.9% | -0.7% | -9.2%
#12 CC(=O)NC12CC3CC(C1)CC(C(=O)N1CCN(C(=O)c4ccco4)CC1)(C3)C2
→ 21.4% | 7.4% | 0.4% | 0.0% | 3.2 | 2.9% | · | 9.8% | · | 0.6% | 0.8%
#13 CCN(CC)Cc1cc(O)c(CN(CC)CC)cc1O
→ 0.6% | ? | -14.3% | 11.5% | -0.7 | -3.5% | -13.0% | -15.8% | -1.4% | -6.6% | 0.6%
#14 Cc1ccccc1-c1cc(-c2ccccc2O)on1
→ ? | 1.9µM* | -0.2% | ? | 8.9 | ? | 12.6µM* | -28.7% | -26.9% | ? | ?
#15 COc1cccc(-c2cc(C(F)(F)F)nc(-n3cc(C)cn3)n2)c1
→ -5.9% | -9.4% | 0.6% | ? | ? | -5.2% | -42.1% | 4.1% | -3.8% | 0.4% | -11.5%
#16 CC(=O)c1ccc(C(=O)Nc2sc3c(c2C(N)=O)CCN(Cc2ccccc2)C3)cc1
→ · | -1.9% | 1.7% | 6.9% | 2.1 | -2.9% | 1.0% | · | -24.9% | -1.5% | 10.9%
#17 CCC(CC)C(=O)N(CCc1ccc(OC)cc1)Cc1nc2ccccc2c(=O)[nH]1
→ 0.8% | -1.1% | -9.4% | 23.1µM* | 3.2 | 0.1% | 5.01µM* | -17.4% | 10µM* | 5.3% | -15.7%
#18 Cc1ccc(C2=CSC3=NS(=O)(=O)CCN23)cc1
→ -0.1% | 2.5% | -1.7% | 7.3% | 19.2 | -1.1% | 12.4% | 8.1% | 3.3% | -3.3% | 0.3%
#19 CCOCCCNC(=O)COC(=O)/C=C/c1ccc(S(=O)(=O)N2CCc3ccccc32)cc1
→ 5.2% | 5.3% | -1.7% | -4.8% | 4.8 | -2.4% | 37.1% | -25.3% | -17.3% | -1.6% | 0.4%
#20 COc1ccc(C2C3=C(CC(c4ccco4)CC3=O)Nc3ccccc3N2C(C)=O)cc1 (configuration not stated)
→ 0.2% | 1.8% | 1.5% | 1.2% | 3.5 | 2.6% | 18.4% | -12.2% | -5.4% | -0.8% | 5.4%
#21 Cc1c(/C=N\NC(=O)c2ccc(F)cc2)cnn1C
→ 5.7% | -18.6% | -4.4% | ? | 4.4 | -1.8% | -25.8% | 8.5% | 8.4% | -2.6% | -0.6%
#22 CCN(CC(=O)NCc1ccc(F)cc1)C(=O)c1cccnc1SC
→ -2.3% | 0.8% | 1.7% | 13.4% | -1.0 | 0.2% | -17.7% | -21.9% | -10.6% | 1.4% | -0.2%
#23 Cc1ccc(NC(=O)CN(C)CC(=O)Nc2ccccc2C(=O)Nc2ccccc2)cc1
→ -4.5% | -2.4% | 0.0% | ? | ? | -1.3% | 2.4% | 2.0% | -11.9% | -1.8% | -7.1%
#24 Cc1ccccc1-c1nsc(SCC(=O)c2ccc(Cl)cc2)n1
→ 8.5% | -0.6% | 2.2% | 7.3% | 2.7 | -2.1% | 123.4% | 13.5% | 1.0% | -1.8% | 0.0%
#25 CC(C)CN(C(=O)COC(=O)c1cc2c(s1)CCC2)C1CCS(=O)(=O)C1 (configuration not stated)
→ -12.4% | 2.0% | ? | 0.7% | -0.2 | 4.1% | 16.2% | -4.3% | -2.2% | 1.5% | 0.0%
#26 CCCC(C)C(=O)N(Cc1ccccc1)c1ccccn1 (configuration not stated)
→ -3.6% | 1.6% | 1.8% | -19.9% | 8.0 | -4.3% | 1.9% | -2.3% | 10.0% | -1.8% | -2.8%
#27 CC(C)C(=O)NC(c1ccc(N(C)C)cc1)c1c(O)ccc2ccccc12 (configuration not stated)
→ -0.5% | -13.3% | -3.7% | 14.6% | 7.9 | 2.1% | 13.8% | -36.1% | -3.7% | 4.7% | -0.2%
#28 CC(C)NOC(=O)c1ccc(Cl)cc1
→ 0.5% | -12.6% | -17.0% | ? | 1.8 | -9.3% | 8.2% | 14.1% | 4.2% | -0.9% | 2.7%
#29 CCS(=O)(=O)n1nc(-c2ccc(OC)cc2)nc1SC
→ ? | ? | -6.1% | ? | -1.4 | ? | 13.7% | 33.3% | 2.5% | 27.4% | ?
#30 Cn1c(=O)cc(SCC(=O)NCCC2=CCCCC2)c2ccccc21
→ -0.5% | 1.6% | 4.7% | 8.2% | -10.1 | -9.7% | -6.7%[10 µM] | -3.1% | -1.1% | -1.1% | -1.0%
#31 C#CCONC(=O)c1cc(OCC(F)(F)F)ccc1OCC(F)(F)F
→ -8.3% | 2.1% | 1.2% | -2.7% | 2.0 | 0.2% | 6.2% | -0.7% | -4.0% | 1.1% | 2.4%
#32 OCCCCNCc1cc(Br)ccc1OCc1ccccc1
→ -3.7% | -0.2% | -0.5% | -9.8% | 5.2 | -6.8% | 8.4% | -8.7% | 1.8% | -3.7% | -4.5%
#33 CN1CCN(C(=O)c2ccccc2NC(=O)Cc2ccccc2)CC1
→ 19.6% | -0.5% | -2.9% | 11.4% | -2.9 | -2.6% | -14.0% | -9.5% | -2.8% | 2.6% | 1.5%
#34 COc1cc(/C=C(\CCC(=O)O)c2nc3ccccc3s2)ccc1OCC(=O)Nc1c(Cl)cccc1Cl
→ 7.0% | · | -3.4% | ? | · | · | · | 10.1% | · | · | -1.2%
#35 COc1cc(C(=O)Nc2nnc(CC(=O)N3CCOCC3)s2)cc(OC)c1OC
→ ? | -0.5% | -2.2% | 2.3% | 7.5 | -3.3% | -16.3% | 0.0% | 12.6% | -2.8% | -1.5%
#36 O=C1CSC(c2ccc(F)cc2)N1c1nnc(C23CC4CC(CC(C4)C2)C3)s1 (configuration not stated)
→ -1.8% | -0.4% | 3.0% | -1.4% | -1.0 | -6.0% | 6.2% | · | 2.5% | -5.7% | -6.4%
#37 CC(=O)N(Cc1cc2ccc(C)c(C)c2n2nnnc12)C1CCCC1
→ -7.7% | -0.3% | 0.7% | ? | 8.6 | -2.9% | -7.4%[10 µM] | · | 2.4% | 2.7% | -8.9%

Screens deposited in PubChem by National Center for Advancing Translational Sciences (NCATS).
